Assay outcomes (PubChem)
Hck Nef HTS: inhibitors of human Hck kinase activated by Nef. actives 0.68% (n = 220,000). Recombinant Hck-YEEI plus Nef, Z-Lyte FRET kinase assay. inhibition, % at 20 µM. P08631;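 active = Hck-Nef kinase inhibition above about 50%, limit read from the data; inactive = inhibition below that limit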;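 also: 0% = DMSO with Hck plus Nef and 100% = Hck alone without Nef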
Mdm2 ligase inh: Mdm2 E3 ligase (human) inhibition. Q00987. cell-based MDM2 ubiquitination luciferase reporter, 2 h; 0 = plate control, 100 = twice control, blank-subtracted. signal enhancement, % at 5 µM. actives 0.11% (n = 210,000). AID 1230;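 active = signal enhancement of 30% or more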;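 also: luminescence tracks abundance of the self-degrading MDM2-luciferase fusion protein; higher signal means inhibition of MDM2 E3 ligase activity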
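system = mammalian cells stably expressing self-ubiquitinating, self-degrading MDM2 E3–luciferase fusion | quantity = 2000 cells per well seeded | incubation = 4 h cell settling then 2 h compound exposure, 37 °C | signal = SteadyLite luminescence, 15 min reagent step | benchmarks = plate control and blank wells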
Runt-CBFb FRET: blocks binding of human RUNX1 Runt domain to CBFb. Q01196+Q13951. actives 0.46% (n = 220,000). inhibition, % at 20 µM. Cerulean-Runt/Venus-CBFb FRET ratio 530/480, 1 h;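 active = inhibition over about 50% at 20 µM in the single-dose screen, limit read from the data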;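 also: 0% = DMSO wells and 100% = excess unlabeled CBFb competitor control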
Target sequence (Q01196 whole entry, looked up, the tested form may be a part): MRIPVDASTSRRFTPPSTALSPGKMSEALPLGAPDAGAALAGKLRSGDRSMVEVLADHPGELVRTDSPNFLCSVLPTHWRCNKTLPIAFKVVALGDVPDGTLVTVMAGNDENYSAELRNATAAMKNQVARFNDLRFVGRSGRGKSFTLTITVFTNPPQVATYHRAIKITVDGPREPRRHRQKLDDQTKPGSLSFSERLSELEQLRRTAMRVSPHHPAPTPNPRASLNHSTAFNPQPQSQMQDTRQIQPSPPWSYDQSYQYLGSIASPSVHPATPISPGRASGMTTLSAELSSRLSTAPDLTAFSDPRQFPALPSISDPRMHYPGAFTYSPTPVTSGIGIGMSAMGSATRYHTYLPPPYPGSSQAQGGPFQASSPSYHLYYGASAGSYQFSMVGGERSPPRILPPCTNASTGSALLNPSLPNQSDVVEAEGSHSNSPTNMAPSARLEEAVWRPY
Target sequence (Q13951 whole entry, looked up, the tested form may be a part): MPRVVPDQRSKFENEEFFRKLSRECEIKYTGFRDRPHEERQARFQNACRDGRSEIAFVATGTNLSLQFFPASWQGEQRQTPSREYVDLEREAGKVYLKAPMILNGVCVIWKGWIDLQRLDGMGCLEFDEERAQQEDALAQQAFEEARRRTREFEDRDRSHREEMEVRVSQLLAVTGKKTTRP
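Doses: 20 µM compound in 1% DMSO | Material: Cerulean-labeled Runt domain protein | Amount: Each fluorescent fusion protein 100 nM | Schedule: Two 1 h room-temperature incubations shielded from light | Measured by: FRET fluorescence | Evaluation: Loss of energy transfer signal | Controls: Unlabeled CBFb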
NPY2 pot ag: human NPY-Y2 potentiation or agonism, primary screen; P49146; cells expressing NPY-Y2, potentiator/agonist read-out; activation, % at 3.6 µM; actives 0.45% (n = 220,000); in the data active = activation above about 27%;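 also: cells stimulated with NPY near EC25 plus isoproterenol at EC100; 0% = vehicle plus submaximal agonist and 100% = vehicle plus saturating agonist; some results beyond the cut were filed as inactive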
Runt-SMMHC FRET: blocks binding of human RUNX1 Runt domain to CBFb-SMMHC; Q01196+Q13951; Cerulean-Runt/Venus-CBFb-SMMHC FRET ratio 530/480, 1 h; inhibition, % at 20 µM; actives 0.74% (n = 220,000); AID 1434;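 active = mean inhibition across duplicate retests at 20 µM reaching about 50%, limit read from the data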;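 also: 0% = DMSO wells and 100% = wells with excess untagged CBFb-SMMHC; inhibitors lower the FRET ratio by blocking Runt binding to CBFb-SMMHC; some results filed as inactive read as strong as hits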
NPY1 pot ag: human NPY-Y1 potentiation or agonism, primary screen | NPY-Y1 expressing cells, potentiator/agonist activation | AID 1304 | actives 0.37% (n = 220,000) | activation, % at 3.6 µM | P25929; in the data active = activation above about 33%, passing the limit was not always enough;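 also: cells stimulated with NPY at EC10 then isoproterenol at EC100; 0% = low agonist plus stimulus and 100% = saturating agonist plus stimulus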
Target sequence (P25929 whole entry, looked up): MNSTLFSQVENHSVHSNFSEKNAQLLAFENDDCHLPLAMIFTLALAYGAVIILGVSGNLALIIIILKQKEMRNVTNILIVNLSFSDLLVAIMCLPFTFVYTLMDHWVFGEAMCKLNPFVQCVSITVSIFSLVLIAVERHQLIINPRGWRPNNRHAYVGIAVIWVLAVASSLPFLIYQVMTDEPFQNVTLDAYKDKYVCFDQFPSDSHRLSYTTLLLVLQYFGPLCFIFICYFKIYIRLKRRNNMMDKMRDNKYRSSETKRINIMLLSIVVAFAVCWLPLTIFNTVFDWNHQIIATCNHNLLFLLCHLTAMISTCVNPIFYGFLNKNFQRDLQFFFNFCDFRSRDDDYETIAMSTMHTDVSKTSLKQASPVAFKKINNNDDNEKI
p97 inhibitor: blocks human p97 ATPase activity | P55072 | recombinant p97 ATPase, Kinase-Glo ATP luminescence, 3 h | inhibition, % at 8 µM | actives 0.42% (n = 220,000); in the data active = inhibition above about 15%;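 also: 0% = DMSO vehicle and 100% = wells lacking enzyme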
NPY-Y1 antag: NPY-Y1 (human) receptor antagonism; P25929; HEK293-CNG Y1 cells, membrane potential fluorescence; NPY at EC95, then isoproterenol; inhibition, % at 3.6 µM; actives 1% (n = 200,000); AID 1040;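 active = inhibition above the campaign mean inhibition of all tested compounds plus 3 SD, cut at about 20% in these data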;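 also: 0% = DMSO wells given NPY plus isoproterenol and 100% = isoproterenol alone without NPY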
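System: HEK293 cells with Y1 receptor plus CNG channel / Probe or stimulus: NPY 25 nM then isoproterenol 1 µM plus Ro 20-1724 25 µM / Compound: one concentration, 3.6 µM, in 0.4% DMSO / Schedule: compound incubation 1 h at room temperature, readout 45 min post-stimulation / Measured by: membrane potential fluorescence / Read-out: % inhibition of NPY effect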
RBBP9 inhibitor: human RBBP9 hydrolase inhibition | inhibition, % at 7.94 µM | recombinant RBBP9, FP-Rh probe fluorescence polarization | O75884 | actives 0.2% (n = 220,000);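 active = inhibition above the campaign mean of all tested compounds plus 3 SD, cut at about 14% in these data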;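 also: plate controls were DMSO wells with RBBP9 for no effect and wells lacking RBBP9 protein for full effect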
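Test system – recombinant human RBBP9 · Input – RBBP9 2.5 µM in dispensing solution, pre-mixing · Medium – Tris buffer pH 8.0, NaCl, Pluronic · Schedule – preincubation 30 min plus labeling 45 min at 25 °C · Measured by – fluorescence polarization · Measure – % inhibition · Controls – DMSO and no-protein wells · Replicates – one well per compound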
* hit, by the source's call; nt = not tested or not shown. No enrichment for hits; overall some 3.5% were active at least once.

SMILES	Hck Nef HTS	Mdm2 ligase inh	Runt-CBFb FRET	NPY2 pot ag	Runt-SMMHC FRET	NPY1 pot ag	p97 inhibitor	NPY-Y1 antag	RBBP9 inhibitor
COc1cc(NC(=O)c2ccc(COc3ccccc3Br)o2)cc(OC)c1OC	0	-4	-5	1	0	-26	-2	-9	4
Cc1occc1-c1nnc(SCC(=O)c2cc3ccccc3oc2=O)o1	2	-6	8	12	-2	-9	0	3	-8
CCOC(=O)C1CCN(C(=O)/C=C/c2ccccc2)CC1	2	1	1	-7	1	-10	-4	0	-9
O=C(c1cccc(Br)c1)c1cn(-c2ccccc2)nc1C(=O)c1ccccc1	-1	-3	0	-29	0	6	2	-3	2
O=C(/C=C/Nc1ccc(F)cc1)c1ccc(Br)cc1	-3	nt	-1	-7	-13	-20	0	6	-4
CCc1ccc(C(=O)NNc2ccc(S(N)(=O)=O)cc2)cc1	22	-6	1	-18	0	-13	3	nt	4
CC(=O)Nc1ccc(NC(=O)CSc2ccccn2)cc1	2	-2	1	4	-6	-3	-4	2	-12
Cc1c(-c2ncn[nH]2)sc(C#N)c1-c1ccccc1	29	-8	2	-7	0	-5	5	-7	-12
CC(NC(=O)c1cccc(C(F)(F)F)c1)C(c1ccccc1)N1CCOCC1 (centres undefined)	18	-12	-5	-4	0	6	3	2	-3
O=c1ccccn1Cc1ccccc1F	3	3	-1	17	-3	16	8	-3	0
Nc1nc(SCC(=O)N2CCN(S(=O)(=O)c3ccc(Cl)cc3)CC2)n[nH]1	-1	-7	-1	7	1	2	3	-4	1
CCc1ccc(C(=O)/C=C2\Sc3ccccc3NC2=O)cc1	7	-11	32	-12	6	8	-1	8	-6
C=CCn1c(SCC(=O)c2cccs2)nc2sc(CC)cc2c1=O	0	-7	-6	11	-1	3	6	-2	-5
CCn1cc(CNC(=O)/C=C/c2ccc([N+](=O)[O-])cc2)c(C)n1	0	-12	0	-20	4	2	0	-1	-8
O=C(NCc1cccs1)C(=O)NCC1OCCCN1S(=O)(=O)c1cccs1 (centres undefined)	-5	-9	0	5	-2	20	2	8	0
CC(NC(=O)C1CC1)C(c1cccs1)N1CCOCC1 (centres undefined)	13	-4	3	5	-2	-5	4	nt	12
O=C(CCn1c(=O)sc2ccccc21)NCc1ccccc1	1	-18	1	-5	0	5	4	2	-9
Cn1c(-c2ccc(Cl)cc2)cnc1N	1	-18	2	9	7	-1	2	2	-6
CC(=O)OC(/C(O)=C(\C#N)c1nc2ccccc2[nH]1)c1ccccc1 (centres undefined)	2	-2	5	-9	38	-6	-2	0	-9
NC1=NC(=O)/C(=C\c2cccnc2)S1	-4	13	0	4	0	16	7	1	-2
COc1c(C(=O)Nc2c(C)n(C)n(-c3ccccc3)c2=O)ccc2ccccc12	0	-20	3	2	-4	0	7	2	-9
COc1ccc(C(=O)NCCc2cn3ccccc3n2)cc1	19	-5	0	21	-1	14	5	nt	-7
C/C(CC1(O)C(=O)Nc2ccccc21)=N\O (centres undefined)	2	-3	0	10	0	23	3	1	0
Cc1cc(C)cc(NC(=O)CSc2nnc(-c3ccccc3C)o2)c1	1	-7	-1	-17	-9	-34	2	4	-5
Cc1ccc(-n2c(SCc3cn4ccsc4n3)nc3ccccc3c2=O)cc1	9	-3	-2	-14	-1	-5	5	1	-13

The final 5 entries of the part above lead into the next:
SMILES	Hck Nef HTS	Mdm2 ligase inh	Runt-CBFb FRET	NPY2 pot ag	Runt-SMMHC FRET	NPY1 pot ag	p97 inhibitor	NPY-Y1 antag	RBBP9 inhibitor
COc1c(C(=O)Nc2c(C)n(C)n(-c3ccccc3)c2=O)ccc2ccccc12	0	-20	3	2	-4	0	7	2	-9
COc1ccc(C(=O)NCCc2cn3ccccc3n2)cc1	19	-5	0	21	-1	14	5	nt	-7
C/C(CC1(O)C(=O)Nc2ccccc21)=N\O (centres undefined)	2	-3	0	10	0	23	3	1	0
Cc1cc(C)cc(NC(=O)CSc2nnc(-c3ccccc3C)o2)c1	1	-7	-1	-17	-9	-34	2	4	-5
Cc1ccc(-n2c(SCc3cn4ccsc4n3)nc3ccccc3c2=O)cc1	9	-3	-2	-14	-1	-5	5	1	-13
Cc1nnc(SCC(=O)NC(=O)Nc2ccc3c(c2)OCCO3)n1N	-1	-8	-1	1	-8	19	10	nt	-2
COc1ccc(C(=O)CSc2nnc(C3CCCCC3)n2N)c(OC)c1	-2	-9	-2	-12	-3	-31	-1	2	0
CC(C)(C)c1n[nH]c(=S)n(N)c1=O	0	1	0	4	5	24	4	4	-6
COC(=O)CCCCCCCCC(O)CN1CCCCC1 (centres undefined)	4	-1	-1	14	2	-15	1	4	3
CC(=O)Nc1ccc2c3c(cccc13)C(=O)N(c1ccccc1)C2=O	8	-11	21	1	87*	-18	1	-3	-6
CCOC(=O)c1ccc(NC(=O)CCOc2ccccc2)cc1	1	-6	-3	-19	-1	-11	-3	2	2
C=CCc1c(C)nc(C)nc1N/N=C/c1ccc(F)cc1	1	-11	-3	-22	-1	-1	1	4	-3
Cc1ccc(NS(=O)(=O)c2ccc(/C=C/C(=O)O)cc2)cc1Cl	23	-5	0	-1	1	-18	-6	-2	-11
CC(C)=CCCC(C)CN1CCC(N2CCC(C(=O)N3CCCC3)CC2)CC1 (centres undefined)	12	-20	0	-16	-1	-18	-2	12	-7
CCNc1nc(Oc2ccc(C(=O)OC)cc2)nc(N2CCOCC2)n1	6	nt	2	-23	0	2	-3	nt	0
CCNC(=S)N1C2CCC1CC(NC(=O)NC1CCCCC1)C2 (centres undefined)	2	1	0	-6	-2	3	2	-1	-5
C/C(=N\O)C(=O)NCCN1CCCCC1	-16	8	-1	17	2	0	-3	0	-11
COC(=O)CCN1CCN(S(=O)(=O)c2ccccc2Br)CC1	25	7	-2	-5	2	-7	7	13	-12
CCCn1c(C)cc(C(=O)COc2ccc(-c3nnco3)cc2)c1C	31	-6	-2	-3	1	11	-4	7	0
COC(=O)C1=C(C)n2nnnc2NC1c1cc2ccccc2o1 (centres undefined)	-1	-2	-2	1	3	-2	2	-2	0
Cc1csc(NC(=O)CCc2nc3ccccc3s2)n1	-1	-17	7	-5	-5	-8	-2	0	-3
CCNC(=S)N1CCn2cccc2C1c1ccc(F)cc1 (centres undefined)	19	-15	1	8	-1	8	4	-3	-1
COc1ccc(NC(=O)CN(C)S(=O)(=O)c2cccc3cccnc23)cc1	1	-17	0	2	-1	1	2	0	-7
CCc1ccc(N=CC2=C(O)CC(c3ccco3)CC2=O)cc1 (centres undefined)	3	2	17	-8	-2	-6	0	0	-4
CC(=O)Oc1ccccc1-n1c(C)nc(=O)c(-c2ccccc2)c1C	-9	-13	1	-7	-3	-8	3	nt	0
O=c1c2nncn2c2cc(C(F)(F)F)ccc2n1CCNc1ncc(C(F)(F)F)cc1Cl	19	nt	1	2	-11	14	3	nt	-4
Cc1ccsc1/C=N/n1c(-c2cccnc2)n[nH]c1=S	-1	-9	7	8	15	-16	-10	6	-7
COc1ccc(C2=Nn3c(nnc3-c3ccccc3OC)SC2)cc1OC	5	16	0	-32	1	-75	5	30*	1
COc1cccc(C(=O)NC(=S)Nc2cccnc2)c1	0	-8	0	10	-1	3	5	-1	-5
CCOC(=O)c1c(NC(=O)C(C)N2CCN(C(=O)c3ccco3)CC2)sc2c1CCCC2 (centres undefined)	3	-10	-4	0	-8	11	-3	3	2
Next part.
SMILES	Hck Nef HTS	Mdm2 ligase inh	Runt-CBFb FRET	NPY2 pot ag	Runt-SMMHC FRET	NPY1 pot ag	p97 inhibitor	NPY-Y1 antag	RBBP9 inhibitor
O=C(O)c1cc(N=Nc2c(O)ccc3ccccc23)cc(C(=O)O)c1	12	-19	-5	13	-13	4	4	-2	3
Cc1nn(-c2ccccc2)c(C)c1NC(=O)COc1ccc(Br)cc1Cl	-3	-6	-1	0	-2	5	-2	-1	-4
O=P(c1ccccc1)(c1ccccc1)C(O)c1ccccn1 (centres undefined)	7	-60	-2	-1	-4	21	9	nt	-7
COc1ccc(-n2nc3c(=O)[nH][nH]c3cc2=O)cc1	7	-22	-2	5	-6	-5	3	1	0
O=C(c1ccc(S(=O)(=O)N2CCC(c3nc4ccccc4s3)CC2)cc1)N1CCCCC1	7	nt	nt	9	nt	8	-2	13	-1
COCCn1c(CN2CCC(Cc3ccccc3)CC2)nc2c1c(=O)n(C)c(=O)n2C	0	-18	-3	-3	-2	1	-5	1	-14
Cc1ccc(SCc2cc(=O)[nH]c(N3CCN(Cc4ccccc4)CC3)n2)cc1	1	-13	-8	-8	-3	-12	5	-1	5
CSc1nc(N)n(-c2cc(C(F)(F)F)ccn2)n1	7	-14	-2	13	0	-2	-3	nt	-9
c1ccc(Cn2nnnc2C(c2ccncc2)N2CCOCC2)cc1 (centres undefined)	2	-5	-1	6	2	-7	6	-4	-1
C=CCc1ccc(OCC(O)COc2ccc(CC=C)cc2OC)c(OC)c1	1	2	-6	-21	-4	-40	-11	2	-1
COCc1ccc(CN2CCC(CO)(CC3CCCCO3)CC2)o1 (centres undefined)	12	-8	0	-15	0	-6	-4	-8	-5
Cc1cc2cc(CN(CCCO)S(=O)(=O)c3cccc4nsnc34)c(=O)[nH]c2cc1C	3	-2	-1	14	-5	6	4	3	-9
CC1CCCN(C(=O)c2ccncc2)C1 (centres undefined)	1	-10	-2	4	1	-1	7	-3	1
COc1cc([N+](=O)[O-])ccc1NC(=O)CN1CCN(C(=O)c2ccco2)CC1	14	-13	3	-6	2	-3	1	6	-3
CCN(CC)c1ccc(NC(=O)c2cccnc2)cc1	-2	-6	8	-14	0	-15	-5	-9	-10
COc1ccc(N/C(=N/c2nc(C)cc(C)n2)NC(=O)Nc2ccc(Cl)c(Cl)c2)c(OC)c1	3	-3	-2	-4	0	1	3	-3	-9
Cn1c(SCc2cc([N+](=O)[O-])cc3c2OCOC3)nnc1-c1ccccn1	27	-4	2	17	0	2	4	1	-8
COc1ccc(-n2ccsc2=S)cc1	-1	-62	0	-2	1	-7	-6	4	3
O=C(CNC1CCCC1)Nc1ccc(N2CCCCCC2)cc1	26	-7	4	20	-2	37	-5	-5	-5
O=C(c1ccc(Cl)cc1)[C@@H]1[C@@H]2C(=O)N(c3ccccc3)C(=O)[C@@H]2C2c3ccccc3C=NN21 (some centres undefined)	1	-4	-4	-4	-10	17	9	-3	0
COc1ccc(C(=O)CC(c2ccccc2)C2CCCCC2=O)cc1 (centres undefined)	1	-35	3	-13	4	-10	-3	3	-1
